Bioassay records deposited in PubChem by National Center for Advancing Translational Sciences (NCATS).
TRPV1 agonist: activates the human vanilloid receptor TRPV1 | TRPV1-expressing cells, Fluo-8 calcium influx, agonist mode | activation, % at 8.33 µM | 320,000 compounds, 0.19% hits; in the data active means activation above about 80%; inconclusive means between about 30% and that limit; further: 0% is about no effect
Target sequence (Q8NER1 whole entry, looked up): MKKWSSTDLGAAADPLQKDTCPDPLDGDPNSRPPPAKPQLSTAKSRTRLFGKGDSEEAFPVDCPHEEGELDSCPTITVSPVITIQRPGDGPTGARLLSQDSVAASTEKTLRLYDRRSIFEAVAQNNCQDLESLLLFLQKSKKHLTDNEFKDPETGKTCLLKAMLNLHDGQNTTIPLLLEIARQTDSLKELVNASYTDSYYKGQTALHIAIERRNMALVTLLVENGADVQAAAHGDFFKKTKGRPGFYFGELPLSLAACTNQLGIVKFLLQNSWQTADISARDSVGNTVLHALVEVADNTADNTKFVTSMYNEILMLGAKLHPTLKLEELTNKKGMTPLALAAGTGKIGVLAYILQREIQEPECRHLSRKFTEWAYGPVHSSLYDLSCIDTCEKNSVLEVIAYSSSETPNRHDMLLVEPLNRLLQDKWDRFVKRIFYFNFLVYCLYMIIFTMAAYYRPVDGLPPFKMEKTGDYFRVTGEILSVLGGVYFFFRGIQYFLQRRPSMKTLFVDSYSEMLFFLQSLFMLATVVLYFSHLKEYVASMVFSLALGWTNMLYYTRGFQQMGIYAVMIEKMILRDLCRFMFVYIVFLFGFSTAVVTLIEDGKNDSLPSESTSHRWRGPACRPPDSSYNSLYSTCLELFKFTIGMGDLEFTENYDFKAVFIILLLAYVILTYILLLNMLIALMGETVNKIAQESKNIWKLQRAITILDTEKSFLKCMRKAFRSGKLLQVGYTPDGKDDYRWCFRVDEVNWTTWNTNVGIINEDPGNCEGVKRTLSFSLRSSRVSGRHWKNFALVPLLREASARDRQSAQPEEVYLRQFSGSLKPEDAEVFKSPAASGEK
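TRPV1-expressing cells were cultured overnight at 35.5C and loaded with Fluo-8 calcium dye for 40 to 90 min at room temperature. After a 10 s baseline, compound was added and calcium influx was read kinetically for 3 min (ex 480/em 520 nm).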
Integrin act MD: activators of alpha7 integrin expression for muscular dystrophy | alpha7betagal myoblasts, beta-gal FDG fluorescence, 48 h | Potency, µM (top dose mostly 38.3 µM), without a hit: top-dose activation, hits mostly activators | 350,000 compounds, 0.064% hits | AID 624291;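 further: potency means the concentration at half of the fitted maximal effect; 100% = response of the positive control SU9516; nearly all actives have a fitted effect of over 60% in size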
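Alpha7betagal+/- myoblasts (passage 13) were plated 16-24 hr, then exposed to compounds (1:260 dilution of DMSO stock) for 48 hours at 37C. After MPER lysis, β-galactosidase reporter activity was read as FDG fluorescence (ex 480/em 540) after 30 minutes.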
BRCA1 expr up: BRCA1 expression activation | AID 624202 | MCF7-BRCA1-FFLuc reporter, luminescence, 48 h; response scale: scaled: vehicle 0%, 10 µM genistein 100% | 380,000 compounds, 1.1% hits | Potency, µM (series often up to 46.1 µM), for inactives: at the top dose activation, usual class: activators; further: potency means the concentration at half of the fitted maximal effect; nearly all actives have a fitted effect of over 80% in size; some results filed as inactive show a strong effect at the top dose
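MCF7-BRCA1-FFLuc cells, 2000/well in phenol-red-free MEM, attached 2 h then treated 48 h at 37 C. Luciferase luminescence read 15 min after reagent; normalized to genistein maximum activation (10microM) and DMSO, concentration-response fitted.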
TSG101-PTAP inh: blocks PTAP/TSG101 interaction to inhibit HIV-1 budding; Q99816; Fluorescence polarization, FITC-PTAP peptide / Tsg101 binding; Potency, µM (titrated, usually from 115 µM), without a hit: at the top dose activity change, negative = inhibition, usual class: inhibitors; 340,000 tested, under 10 active; AID 493005; active means well fitted inhibition curve with a large enough effect in the main read-out, with a control signal flat, not every such curve was filed as active; inconclusive means small, poorly fitted or top-dose-only effect, or effect the other way, or a change in a side signal; inactive means no such curve, though single readings can be large or run the other way; further: potency means the concentration at half of the fitted maximal effect; % of control where 0% means no effect
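Fluorescence anisotropy tracks displacement of a FITC-tagged PTAP peptide (50 nM) from the Tsg101 binding domain (10 uM), following a 20 min room-temperature incubation at pH 7.5.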
TCR activator: T cell receptor activation | 330,000 tested, under 10 active | primary human leukocytes, anti-CD3, IL-2 HTRF, 48 h | Potency, µM (top dose mostly 9.22 µM), for inactives: at the highest dose activation of IL-2 secretion, actives largely listed as activators | AID 504894; further: % of control where 0% means no effect
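1) Mix primary human leukocytes, a-CD3 beads and compound. 2) Incubate 48 hr. 3) Add HTRF IL-2 reagents (a-IL-2-K, a-IL-2-d2).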
CXXC DNA block: inhibitors of human MLL CXXC domain-DNA interaction. MLL-CXXC / FITC-HOXA9 DNA fluorescence polarization. Potency, µM (doses to about 115 µM), for inactives: at the top dose activity change, negative = inhibition, usual class: inhibitors. 290,000 compounds, 0.037% hits; active means well fitted inhibition curve with a large enough effect in the polarisation, with a control signal flat, not every such curve was filed as active; inconclusive means small, poorly fitted or top-dose-only effect, or effect the other way, or a change in a side signal; inactive means no such curve, though single readings can be large or run the other way; the % refers to the polarisation; further: potency means the concentration at half of the fitted maximal effect
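Fluorescence polarization: 7 uM MLL-CXXC (stock) preincubated 5 min with compounds, then 50 nM fluorescein-HOX-A9 DNA (stock) added; 30 min ambient. Buffer 50 mM Tris-HCl pH 7.5, 50 mM NaCl, 1 mM DTT, 0.05% BSA.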
B2AR arrestin: beta2AR (human) beta-arrestin recruitment activity | P07550 | beta-arrestin recruitment to beta2AR, cell-based reporter | Potency, µM (highest dose often 46.1 µM), inactives show at the top dose activation, usual class: activators | 330,000 compounds, 0.02% hits | AID 492947;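 further: potency means the concentration at half of the fitted maximal effect; 0% = DMSO controls and full agonism = EC100 isoproterenol or metaproterenol; nearly all actives have a fitted effect of over 65% in size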
p53 reactivator: re-activators of mutant p53. H1299 p53-A138V BP100-luciferase reporter, luminescence, 24 h. Potency, µM (top dose mostly 92.2 µM), inactives show top-dose activity change, positive = activation, hits mostly activators. 320,000 compounds, 0.063% hits; further: potency means the concentration at half of the fitted maximal effect; % of control where 0% means no effect; nearly all actives have a fitted effect of over 45% in size
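H1299 (p53-null), stable ts p53-A138V + BP100-Luc; 1000 cells/well, Opti-MEM/10% FBS; cpd 4 pt, 1:5; 24 h, 37 deg C, 5% CO2; detection reagent 10 min RT; luminescence.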
ELG1 DNA repair: inhibitors of ELG1-dependent DNA repair in HEK293T cells | HEK293T ELG1-luciferase reporter, luminescence, 16 h; DNA damage induced by 5-fluorouridine | 330,000 compounds, 2.3% hits | Potency, µM (titrated, usually from 46.1 µM), for the others: at the highest dose activity change, negative = inhibition, hits mostly inhibitors; further: potency means the concentration at half of the fitted maximal effect; on the % scale 0 is the no-effect control and ±100 the full control effect; nearly all actives have a fitted effect of over 55% in size
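5-Fluorouridine DNA damage + compound/DMSO, 2,000 cells/well, 16 h, 37 °C/5% CO2. ONE-Glo, 30 min RT, luminescence. Readout = decrease in reporter signal.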
A-T KAP1 phos: potential ataxia-telangiectasia treatment | 320,000 compounds, 0.19% hits | […] A-T fibroblasts, KAP-1 phosphorylation AlphaLISA; neocarzinostatin DNA damage 30 min before lysis | AID 485349 | Potency, µM (titrated, usually from 57.5 µM), for the others: at the top dose activation, most hits filed as activators; further: potency means the concentration at half of the fitted maximal effect; % of control where 0% means no effect; nearly all actives have a fitted effect of over 45% in size
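ATM-like activity read as KAP-1 phosphorylation via AlphaLISA donor/acceptor antibody pairs after lysis and 6 hr at 25C. Cells were ATM-null patient fibroblasts ([…], hTERT), dosed 60 min, then exposed to the DSB inducer NCS for 30 min.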
Starred values were filed as active, the others as inactive; ? = inconclusive; . = no result given; & = joins results of further samples; [ ] = dose if it differs, or a comment. Unless noted, the call rests on the fitted dose curve; in most records, active means well fitted curve in the direction sought with a large enough effect; inconclusive means small, poorly fitted or top-dose-only effect, or another doubt; inactive means no such curve, though single readings can be large; an effect the other way counts as inactive or inconclusive.

SMILES	TRPV1 agonist	Integrin act MD	BRCA1 expr up	TSG101-PTAP inh	TCR activator	CXXC DNA block	B2AR arrestin	p53 reactivator	ELG1 DNA repair	A-T KAP1 phos
Cc1ccccc1NC(=O)Cn1nc(-c2ccccc2)nc1-c1ccccc1	16.4	0.0%	-40.7%	-10.0%	0.5%	30.2%[activator]	0.0%	-4.7%	1.0%	0.8%
O=S(=O)(Nc1ccc2c(c1)CCC2)c1cccs1	4.6	-1.9%	10.0%	-1.0%	0.1%	-1.1%	-0.9%	4.7%	13.9%	7.9%
COc1ccc(OCC(=O)NN2Cc3ccccc3C2=N)cc1	0.6	19.6%	8.2%	-0.5%	-30.1%	-0.8%	0.4%	-1.0%	10.1%	5.0%
Cc1c(NC(=O)Cn2ccc([N+](=O)[O-])n2)c(=O)n(-c2ccccc2)n1C	-13.5	4.2%	14.9%	-4.2%	-8.7%	-0.5%	-1.0%	3.3%	-7.6%	14.1%
COC(=O)c1cccc(NC(=O)CSc2nncn2-c2ccccn2)c1	9.1	35.1%	-3.1%	-8.4%	4.4%	-4.7%	-0.3%	3.2%	3.8%	-3.9%
Cc1cc(NC(=O)CSc2nc3c(cnn3-c3cccc(Cl)c3)c(=O)[nH]2)no1	.	-11.2%	-15.6%	12.6%	-2.4%	.	0.0%	1.3%	0.0%	0.2%
COC(=O)c1cccc(NC(=O)CN2CCN(c3ccc(OC)cc3)CC2)c1	2.5	7.1%	-1.4%	-3.4%	-22.3%	0.4%	-1.1%	-6.3%	?	-1.0%
COc1cccc(NC(=O)CNC(=O)N2CC(=O)Nc3ccccc32)c1	1.2	8.7%	7.6%	-4.6%	2.6%	5.6%	0.4%	27.1%	?	0.0%
CCCC(=O)NC1=C(Cl)C(=O)c2ccccc2C1=O	.	-0.2%	-96.2%[inhibitor]	-0.2%	0.2%	.	.	.	.	.
CCC1C/C(=C\c2cccnc2)C(=O)/C(=C/c2cccnc2)C1 (centres undefined)	3.0	-49.7%[inhibitor]	-92.8%[inhibitor]	-2.0%	-0.3%[46.1 µM]	9.5%	-0.5%	-17.8%	2.59µM*	25.6%
COc1ccc2c(c1)C=C(CN1CCC(CO)(CCc3ccccc3)CC1)CO2	2.0	0.0%	-48.0%	1.6%	-0.4%	6.7%	0.7%	-3.7%	?	0.0%[11.5 µM]
CCCC[C@@H]1CN=C(N)N1CC(C)(C)C	.	2.0%	-5.0%	-3.0%	7.1%	.	.	.	.	.
COc1ccc(CN2CCC(CO)(Cc3ccccc3C(F)(F)F)CC2)c(F)c1	15.8	-38.0%	-4.9%	0.5%	-4.7%	-14.6%	-0.7%	4.3%	9.0%	-0.1%
O=C(CSc1nnc(-c2ccco2)o1)N1CCN(c2ccccc2)CC1	1.3	-19.7%	-21.3%	-0.7%	-2.3%	2.5%	-0.3%	-0.2%	-0.5%	-1.1%
O=C(COC(=O)c1ccc(F)cc1)NCCCc1ccccc1	?	-9.2%	4.4%	-2.6%	-4.4%	-9.6%	-0.8%	-1.9%	11.5%	3.3%
Cc1cc(NC(=O)c2sc(Nc3cccc(C(F)(F)F)c3)nc2N)no1	-1.5	18.8%	-33.2%	-1.4%	2.2%	-4.8%	-0.7%	0.6%	?	-3.1%
O=C(NCCOc1ccccc1)C(=O)NCC1CCCO1 (centres undefined)	-1.9	0.0%	0.0%	1.1%	8.6%	-2.6%	-0.8%	13.9%	?	1.5%
CSc1ncccc1C(=O)OCC(=O)N1CCc2ccccc21	.	-5.0%	1.2%	-2.6%	-5.6%[46.1 µM]	.	0.0%	8.8%	18.7%	9.9%
CCOc1ccc(-c2cc(N3C(=O)Nc4ccccc4N3O)n[nH]2)cc1	-0.5	20.6%	-12.0%	0.4%	-0.2%	-0.6%	-0.1%	-10.0%	6.7%	-3.0%
S=C(Nc1ccccc1Cl)N(CCN1CCCCC1)Cc1ccco1	8.0	4.2%	-31.3%	-0.4%	2.4%[46.1 µM]	1.0%	0.3%	-4.1%	-0.9%	0.1%
O=C(c1ccco1)N1N=C(c2ccc(Br)cc2)CC1(O)C(F)(F)F (centres undefined)	18.7	-12.5%	0.0%	-2.6%	7.5%	-2.3%	0.4%	0.2%	?	-0.2%
O=C(c1cccc(F)c1)N1CCC2(CC1)NCCc1[nH]cnc12	0.7	8.3%	5.6%	-6.9%	-3.5%	4.6%	3.1%	6.8%	?	7.1%
COc1cccc(CNC(=O)C2CCN(S(=O)(=O)c3cccc4cccnc34)CC2)c1	2.2	-19.8%	0.0%	-3.3%	2.7%	12.4%	-2.2%	3.3%	15.3%	2.5%
Cc1c(/C=N/N=C2\CCC3C4CCc5cc(O)ccc5C4CCC23C)cnn1C (centres undefined)	1.3	-10.3%	-38.1%	-1.4%	-1.8%	30.9%[activator]	-1.1%	5.3%	-0.3%	4.0%
CCOC(=O)COc1coc(CN2CCN(c3ccccc3)CC2)cc1=O	-1.1	8.4%	8.5%	-1.6%	-2.4%	4.7%	0.2%	-2.2%	-3.4%	9.8%
Cn1cnnc1SCC(=O)Nc1ccccc1Sc1ccccc1	-7.6	8.9%	-6.2%	-9.8%	-3.8%	-10.4%	-1.7%	-5.6%	6.2%	1.7%
COC(=O)c1c(C)[nH]c(C(=O)C(C)OC(=O)c2ccco2)c1C (centres undefined)	-3.4	1.9%	-9.0%	-1.8%	9.0%	.	-0.1%	-3.1%	7.5%	7.0%
CCOC(=O)Cc1csc(NS(=O)(=O)c2ccc(NC(C)=O)cc2)n1	2.5	2.8%	-8.0%	1.1%	5.6%	-3.8%	-0.3%	6.9%	-3.5%	-3.3%
COc1ccc(C(=O)COC(=O)[C@H](C)NS(=O)(=O)c2ccc(NC(C)=O)cc2)cc1OC	.	14.8%	-9.7%	-2.6%	-5.4%	.	.	.	.	.
CN(CC(=O)Nc1cccc(F)c1)C(=O)c1ccc(N2CCOCC2)c([N+](=O)[O-])c1	6.0	-18.2%	-19.4%	-5.9%	-0.6%	-1.3%	-0.9%	-12.9%	-9.3%	1.3%
CC(=O)Nc1ccc(S(=O)(=O)NNC(=O)c2cccc3ccccc23)cc1	-0.8	7.8%	10.8%	-0.7%	6.2%	-0.5%	-0.2%	-1.0%	-25.2%	-0.3%
O=C(COc1ncnc2ccccc12)Nc1cccc(S(=O)(=O)N2CCOCC2)c1	-1.3	-9.7%	-5.9%	-1.0%	3.7%[46.1 µM]	0.0%	0.0%	8.5%	?	2.5%
O=C(CN1CCN(S(=O)(=O)c2ccc(F)cc2)CC1)Nc1ccccc1F	-2.3	12.4%	1.7%	-2.9%	6.6%	0.4%	0.1%	-11.8%	-4.7%	5.3%
COc1ccc(C(=O)C(C)OC(=O)c2cccc(S(=O)(=O)Nc3cc(Cl)c(OC)cc3OC)c2)cc1 (centres undefined)	-1.7	-37.0%	-57.3%	-1.4%	4.0%[46.1 µM]	0.6%	-0.9%	-1.8%	-4.2%	-3.3%
O=C1CCc2cc(S(=O)(=O)NCc3ccccc3Cl)ccc2N1	2.5	0.0%	-3.0%	-6.4%	6.4%	.	-0.1%	-1.4%	10.4%	10.4%
Cc1nc2sc(C(N)=O)c(N)c2c(C)c1CC(=O)c1ccccc1	-8.5	27.0%	11.2µM*	-3.2%	0.0%	?	-0.1%	-1.8%	?	3.1%
Cc1ccc(Nc2cccc(C(F)(F)F)c2)nn1	.	10.8%	62.9%	-2.8%	-1.0%	.	.	.	.	.
Cc1ccc(S(=O)(=O)N2[C@@H](c3cccc(Cl)c3)C(C(=O)O)=CC[C@H]2c2cccs2)cc1	-3.6	7.4%	0.0%	-5.4%	-7.2%	.	-0.1%	-1.6%	13.4%	2.9%
Cn1c2cc(C#N)sc2c2cnn(Cc3ccc(F)cc3)c(=O)c21	.	.	-0.1%	-3.8%	3.2%	.	-0.1%&0.2%	-2.8%	-20.9%	-4.6%&11.9%
COc1cc(C(=O)N/N=C/c2ccccn2)cc(OC)c1OC	-1.4	-15.6%	-49.2%	-1.4%	.	18.4%	0.1%	-4.9%	?	-4.4%
CCOc1ccc(NS(=O)(=O)c2ccc(C(=O)NCC(C)(C)N3CCOCC3)cc2)cc1	1.9	-5.3%	-0.6%	0.8%	5.4%	.	-0.4%	3.2%	7.9%	3.6%
[O-][n+]1onc2c1CCc1nnccc1-2	-1.0	-44.8%[7.66 µM]	2.1%	-5.6%	.	2.0%	-0.2%	18.5%	10.6%	2.4%
CC1CCN(S(=O)(=O)c2nnc(NC(=O)COc3ccccc3F)s2)CC1	-0.1	0.1%	-0.5%	-3.9%	8.1%	.	0.0%	.	21.2%	-0.8%
